Pin1 inhibitor: qHTS Assay to Find Inhibitors of Pin1 | Peptidyl-prolyl cis-trans isomerase NIMA-interacting 1 (Homo sapiens), Q13526 | Pin1 FP peptide displacement, HiFluor488, 10 min | Potency, µM (titrated, usually from 115 µM), for the others: at the highest dose activity, negative = inhibition, hits mostly inhibitors | 390,000 compounds, 0.009% hits | AID 504891, 2011; active = well fitted inhibition curve with a large enough effect in the polarisation, with a control signal flat, not every such curve was filed as active; inconclusive = small, poorly fitted or top-dose-only effect, or effect the other way, or a change in a side signal; inactive = no such curve, though single readings can be large or run the other way; the % refers to the polarisation; note: potency is the fitted concentration of half-maximal effect; % is set by controls: 0 for no effect and ±100 for the full control effect
Target sequence (Q13526 whole entry, looked up): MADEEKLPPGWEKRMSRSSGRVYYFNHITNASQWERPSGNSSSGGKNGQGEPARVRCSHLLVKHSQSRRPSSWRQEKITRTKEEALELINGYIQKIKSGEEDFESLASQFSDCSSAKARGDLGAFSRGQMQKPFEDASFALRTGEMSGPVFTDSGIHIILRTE
TrxR1 inh: qHTS Assay for Inhibitors of Mammalian Selenoprotein Thioredoxin Reductase 1 (TrxR1): qHTS. Thioredoxin reductase 1, cytoplasmic (Rattus norvegicus), O89049. 390,000 compounds, 1% hits. Potency, µM (top dose mostly 114 µM), inactives show at the top dose activity change, negative = inhibition, actives largely listed as inhibitors. recombinant rTrxR1, NADPH fluorescence consumption, selenite substrate. AID 588453, 2011; note: potency is the fitted concentration of half-maximal effect; % is set by controls: 0 for no effect and ±100 for the full control effect; nearly all actives have a fitted effect of over 65% in size
Target sequence (O89049 whole entry, looked up): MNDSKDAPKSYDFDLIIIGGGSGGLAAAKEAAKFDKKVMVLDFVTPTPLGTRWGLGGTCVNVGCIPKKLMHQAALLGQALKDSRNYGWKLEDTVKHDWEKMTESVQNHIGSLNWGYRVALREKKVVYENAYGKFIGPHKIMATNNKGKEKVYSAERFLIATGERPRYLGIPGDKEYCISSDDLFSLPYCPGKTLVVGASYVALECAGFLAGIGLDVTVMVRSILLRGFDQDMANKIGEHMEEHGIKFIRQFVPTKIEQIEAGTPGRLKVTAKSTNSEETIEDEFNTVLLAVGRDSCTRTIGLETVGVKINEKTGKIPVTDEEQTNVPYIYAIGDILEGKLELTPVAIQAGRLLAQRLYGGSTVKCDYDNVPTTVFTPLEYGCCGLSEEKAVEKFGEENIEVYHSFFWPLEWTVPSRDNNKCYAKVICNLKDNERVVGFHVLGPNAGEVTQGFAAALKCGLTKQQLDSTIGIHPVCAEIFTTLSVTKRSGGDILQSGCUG
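Rat TrxR1 (90 nM in the dispensed reagent) was pre-reduced with 400 uM NADPH for 5 min at room temperature, then incubated with compound for 15 min. After 400 uM selenite was added, NADPH fluorescence (Ex 340/Em 450 nm) was followed for 8 min.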
TrxR1 substrate: qHTS Assay for Substrates of Mammalian Selenoprotein Thioredoxin Reductase 1 (TrxR1): qHTS; Thioredoxin reductase 1, cytoplasmic (Rattus norvegicus), O89049; purified TrxR1 substrate turnover, NADPH consumption readout; Potency, µM (highest dose often 114 µM), without a hit: at the highest dose activity change, negative = substrate turnover; 390,000 compounds, 0.01% hits; note: potency is the fitted concentration of half-maximal effect; % is set by controls: 0 for no effect and ±100 for the full control effect; nearly all actives have a fitted effect of over 50% in size
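Rat TrxR1, dispensed at 90 nM, was prereduced with 400 uM NADPH (final) for 5 min at ~22 deg C, then incubated with compound 15 min before 400 uM selenite. A first-read NADPH fluorescence drop versus no-compound background flagged substrates.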
TRHR enhancer: qHTS for Small Molecule Agonists and Allosteric Enhancers of Human TRH Receptor: Primary Screen for Enhancers. Thyrotropin-releasing hormone receptor (Homo sapiens), P34981. TRHR cells, fluo-8 calcium fluorescence, EC20 TRH enhancement. enhancement, % at 2 µM. 360,000 compounds, 0.66% hits; in the data active = enhancement above about 30%; note: 0% is about no effect
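Enhancer read-out: after compound pinning and an initial kinetic agonist-mode read, an EC20 of TRH (10 nM final) was injected and fluo-8 calcium signal (Ex 480/Em 530) followed at 1 s/cycle for 100 cycles in TRHR-expressing cells.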
D2 antagonist: HTS Assay for Allosteric Antagonists of the Human D2 Dopamine Receptor: Primary Screen for Antagonists; HEK293 TREx D2 cells, calcium flux, dopamine EC80; inhibition, % at 10 µM; 340,000 compounds, 2% hits; AID 485344, 2010; in the data active = inhibition above about 30%; note: 0% is about no effect
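Read-out: kinetic calcium fluorescence (1 cycle/s) in inducible HEK293 T-REx D2 cells after an EC80 dopamine addition that followed 180 s compound preincubation. Loss of the dopamine response indicates antagonism.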
IDH1 R132H inh: qHTS for Inhibitors of mutant isocitrate dehydrogenase 1 (IDH1): qHTS; IDH1-R132H enzyme, NADPH consumption, diaphorase/resazurin fluorescence; Potency, µM (titrated, usually from 76.6 µM), inactives show top-dose activity change, negative = inhibition, most hits filed as inhibitors; 390,000 compounds, 0.093% hits; note: potency is the fitted concentration of half-maximal effect; % is set by controls: 0 for no effect and ±100 for the full control effect; nearly all actives have a fitted effect of over 65% in size
Target sequence (O75874 whole entry R132H, stated change not applied): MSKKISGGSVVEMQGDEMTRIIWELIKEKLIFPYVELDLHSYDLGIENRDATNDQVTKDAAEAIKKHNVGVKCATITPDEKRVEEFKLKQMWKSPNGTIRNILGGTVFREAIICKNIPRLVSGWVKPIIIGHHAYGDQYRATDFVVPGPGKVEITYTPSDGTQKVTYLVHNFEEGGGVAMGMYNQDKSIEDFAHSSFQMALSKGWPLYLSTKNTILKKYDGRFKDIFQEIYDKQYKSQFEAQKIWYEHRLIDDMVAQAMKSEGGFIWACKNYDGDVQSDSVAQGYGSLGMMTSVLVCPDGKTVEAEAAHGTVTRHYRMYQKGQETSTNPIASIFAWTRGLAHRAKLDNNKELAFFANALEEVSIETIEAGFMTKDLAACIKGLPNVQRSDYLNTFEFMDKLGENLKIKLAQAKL
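IDH1-R132H (0.5 ug/mL dispensed) in pH 7.5 Tris buffer was preincubated 30 min with compound, then given a substrate mix of 0.016 mM NADPH and 2 mM alpha-KG for 80 min at room temperature; remaining NADPH was read by diaphorase/resazurin fluorescence.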
USP1-UAF1 inh: Inhibitors of USP1/UAF1: Primary Screen | recombinant USP1/UAF1, Ub-Rhodamine cleavage fluorescence | Potency, µM (top dose mostly 57.1 µM), for inactives: at the top dose activity change, negative = inhibition, usual class: inhibitors | 390,000 compounds, 0.23% hits; note: potency is the fitted concentration of half-maximal effect; % is set by controls: 0 for no effect and ±100 for the full control effect; nearly all actives have a fitted effect of over 60% in size; inactives centre near -12
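1 nM enzyme complex + cpd, 15 min RT; start with Ub-Rho 150nM final; kinetic fluorescence ex 480/em 540, 6 reads q60 s. Buffer 50mM HEPES pH 7.8, 0.5mM EDTA, 0.1 mg/ml BSA, 1mM TCEP, 0.01% Tween-20.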
TRHR ag: qHTS for Small Molecule Agonists and Allosteric Enhancers of Human TRH Receptor: Primary Screen for Agonists; Thyrotropin-releasing hormone receptor (Homo sapiens), P34981; TRHR cells, calcium flux fluo-8, FDSS agonist mode; activation, % at 2 µM; 360,000 compounds, 0.18% hits; AID 493084, 2011; in the data active = activation above about 30%; note: 0% is about no effect
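TRHR-expressing cells loaded with fluo-8 calcium dye; 23 nL library compound pin-transferred, kinetic FDSS fluorescence (Ex 480/Em 530) recorded about 180 s for agonist-induced calcium release, before a 10 nM TRH EC20 addition for potentiator mode.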
D2 agonist: HTS Assay for Allosteric Agonists of the Human D2 Dopamine Receptor: Primary Screen for Agonists; activation, % at 2 µM; D(2) dopamine receptor (Homo sapiens), P14416; 340,000 compounds, 0.53% hits; HEK293 T-REx D2 cells, calcium flux agonist mode;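 active = activation over 3 SD above normal in the single-dose calcium agonist read, cut at about 30% in these data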; note: 0% is about no effect
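Tetracycline-induced HEK293 Trex cells with D2 receptor force-coupled to calcium signaling, plated overnight at 30 C and loaded with no-wash calcium dye. Calcium flux read kinetically for 180 s after compound addition; responses flag agonists.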
Active calls of the source: *; ? = inconclusive; . = no result given; & = joins results of further samples; [ ] = another dose, or the depositor's remark. Unless noted, calls come from the whole dose curve; as a rule, active = well fitted inhibition curve with a large enough effect; inconclusive = small, poorly fitted or top-dose-only effect; inactive = no such curve, though single readings can be large or run the other way. This is a subset; the hit share may differ from the screen's.

Under each structure: Pin1 inhibitor | TrxR1 inh | TrxR1 substrate | TRHR enhancer | D2 antagonist | IDH1 R132H inh | USP1-UAF1 inh | TRHR ag | D2 agonist
CCOP(=O)(OCC)C1NC(=O)N(c2ccccc2)C1=O (stereo not drawn)
  ? | -19% | -11% | -5 | 3 | ? | -6% | 0.5 | 0.5
Cc1cc(NC(=O)Nc2ccc(OCc3ccccc3)cc2)n(C)n1
  2% | 13% | 12%[57.1 µM] | -3 | 5 | 1% | -22% | -0.6 | -1.1
O=C(OC(C(=O)NCc1ccccc1)c1ccccc1)c1ccco1 (stereo not drawn)
  7% | 6% | 0% | 8 | 13 | -9% | -15% | 0.5 | -0.4
C=CCNC(=S)N/N=C(\C)c1ccc(-n2ccnc2)cc1
  2% | 4% | -6% | -1 | 0 | 3% | -5% | 0.4 | 0.3
COc1cccc2c1Oc1cc([N+](=O)[O-])cc(N(C)C(C)=O)c1C=C2
  -4% | -21%[57.1 µM] | 2%[57.1 µM] | 1 | -10 | 8% | -20% | -0.2 | -0.3
CCCN1CCC(=O)N(CCSc2ccccc2)CC1
  -4% | ? | -2%&7% | 16 | -39 | 6% | 4% | 0.3 | 0.3
O=C(Nc1ccc2c(c1)OCO2)C(c1ccccc1)N1CCC2(CC1)OCCO2 (stereo not drawn)
  4% | 4% | 2% | 4 | -3 | -7% | -7% | 0.6 | 0.3
COc1ccc2c(c1)c1c(c(=O)n(Cc3ccccc3)c(=O)n1CC(=O)Nc1cc(C)cc(C)c1)n2C
  -2% | 11% | 6% | 3 | . | 0% | -15% | 0.1 | 0.3
Cc1ccc2nc(-c3ccc(S(=O)(=O)N4CCOCC4)cc3)cn2c1
  . | . | . | 0 | -6 | . | . | -0.6 | 0.5
CCc1nnc(NS(=O)(=O)c2ccc(N3C(=O)C4CC=C(Cl)CC4C3=O)cc2)s1 (stereo not drawn)
  -19% | 12% | 7%[0.457 µM] | 1 | 18 | 0% | -19% | 0.6 | 1.0
CCOc1cc2[nH]c(=O)n(CCC(=O)NCCc3ccc(OC)c(OC)c3)c(=O)c2cc1OCC
  -6% | -5% | -2% | 0 | -3 | 4% | -21% | -0.6 | -0.1
COc1ccc(CN2CCC(CO)(CCOc3ccccc3)CC2)c(OC)c1C
  -4% | 4%[57.1 µM] | 6%[57.1 µM] | 2 | -16 | -7% | 1% | 1.5 | -1.7
CC(C)CNC(=O)C(=O)Nc1c2c(nn1-c1ccccc1)CS(=O)(=O)C2
  -3% | 18%[57.1 µM] | 2%[57.1 µM] | 6 | . | 17% | -8% | -0.8 | .
O=C(O)c1cc(C(F)(F)F)nc2c(C(F)(F)F)cccc12
  1% | -5% | -8%[57.1 µM] | 2 | -7 | 4% | -22% | 0.3 | 0.1
O=C(CCC(=O)NC1CCCCC1)N/N=C/c1ccncc1
  -3% | 22% | 0% | 10 | 17 | 1% | -17% | -0.7 | 1.3
O=C(Nc1ccc(S(=O)(=O)NCc2ccco2)cc1)C1CCCCC1
  1% | 7%[57.1 µM] | -7% | 0 | -15 | 2% | -11% | -2.8 | -0.1
COc1cc(C(=O)OCC2CC(c3ccccc3)=NO2)cc(OC)c1OC (stereo not drawn)
  3% | 25% | 4% | -2 | -7 | -5% | -13% | -0.8 | -1.7
CCCN(CCC)CCNC(=O)C1CCN(Cc2nc(-c3ccc(Cl)cc3)oc2C)CC1
  4% | 5% | -4% | -2 | -7 | 2% | -3% | 1.8 | 3.4
COc1ccc(OCC(O)CN2CCNCC2)cc1 (stereo not drawn)
  -1% | 2%[57.1 µM] | -2%[57.1 µM] | -2 | 0 | -4% | -2% | 2.1 | 0.4
CCc1c(C)c2cc3c(c(C)c2oc1=O)OCN(CCc1ccccc1F)C3
  ? | ? | 295%[activator] | 4 | . | -3% | ? | -1.6 | -1.0
O=C(c1ccc(C#CC2(O)CCCCC2)cc1)N1CCN(C(c2ccccc2)c2ccccc2)CC1
  10% | -36% | 9%[57.1 µM] | 17 | -2 | 3% | -17% | -0.2 | 1.0
O=C1CCN(Cc2ccccc2)S(=O)(=O)c2c(F)cc(F)cc21
  1% | ? | 5%&1% | -8 | -11 | 4% | -25% | -0.4 | -0.9
O=C(COC(=O)c1ccccc1NCCO)NNC(=O)c1cccs1
  -10% | 22% | 174%[activator] | -4 | 4 | -9% | -13% | -0.2 | 0.5
CCN1CCN(CCOc2cccc(Oc3ccccc3)c2)CC1
  -1% | 13% | -1% | 21 | . | -11% | -17% | -0.1 | .
CCCNC(=O)c1cnn2c(C(F)F)cc(-c3ccccc3)nc12
  0% | 34% | 28% | 30* | . | 1% | -27% | -0.3 | -1.1
CCOc1ccc(-c2nnc(N)o2)cc1
  1% | -8% | 3% | -5 | -2 | 20% | 6% | -0.3 | 0.4
O=C(c1cc(-c2ccc(Br)cc2)n[nH]1)N1CCN(C(=O)c2ccccc2Br)CC1
  4% | 6% | -6% | -2 | -9 | -5% | -8% | 0.4 | -0.1
COc1ccc(Cl)cc1C(=O)Nc1sc2c(c1C(=O)OC(C)C)CCCC2
  5% | 11% | -1% | 2 | . | 4% | -8% | 0.7 | .
Cc1ccc(N=Nc2c(O)c3ccccc3[nH]c2=O)c(S(=O)(=O)N(C)C)c1
  . | . | . | 11 | 10 | . | . | -1.6 | -0.4
CN(C)c1ccc(CNC(=O)c2cnc3sc(N4CCCC4)nn3c2=O)cc1
  -3% | 9%[57.1 µM] | -4%[57.1 µM] | -4 | . | -10% | 17% | 0.2 | .

Of the compounds above, 2 have a thiophene ring, fused or not:
Under each structure: Pin1 inhibitor | TrxR1 inh | TrxR1 substrate | TRHR enhancer | D2 antagonist | IDH1 R132H inh | USP1-UAF1 inh | TRHR ag | D2 agonist
O=C(COC(=O)c1ccccc1NCCO)NNC(=O)c1cccs1
  -10% | 22% | 174%[activator] | -4 | 4 | -9% | -13% | -0.2 | 0.5
COc1ccc(Cl)cc1C(=O)Nc1sc2c(c1C(=O)OC(C)C)CCCC2
  5% | 11% | -1% | 2 | . | 4% | -8% | 0.7 | .

Additional structures follow:
Under each structure: Pin1 inhibitor | TrxR1 inh | TrxR1 substrate | TRHR enhancer | D2 antagonist | IDH1 R132H inh | USP1-UAF1 inh | TRHR ag | D2 agonist
COc1ccccc1Nc1cc(C(=O)NC2CCC(C)CC2)c2ccccc2n1 (stereo not drawn)
  10% | 22% | 64%[activator] | 1 | . | -5% | -17% | -0.6 | 0.4
Cn1cnc2c1c(=O)n(Cc1ccc(Cl)cc1Cl)c(=O)n2C
  1% | 16% | -1% | 12 | -8 | -5% | -20% | 1.5 | 0.9
Cc1csc(NC(=O)CSc2nnnn2C)n1
  -4% | -18%[57.1 µM] | 6%[57.1 µM] | 1 | -3 | -15% | 1% | 0.2 | 0.2
CCN(CC)CCN1C(=O)c2ccccc2NC1c1ccc(F)cc1 (stereo not drawn)
  3% | -15% | 88%[activator] | 11 | -10 | -3% | 7% | 0.4 | 0.7
COc1ccccc1CNC(=O)CCCN1C(=O)NC2(CCCC2)C1=O
  0% | 9% | -3% | 1 | 0 | 1% | -8% | 0.2 | 0.5
CCN1/C(=C/c2ccc3cc(C)cc(C)c3[n+]2CC)Sc2cc(C)ccc21
  ? | 6% | 5% | 35* | -7 | 7% | -20% | 21 | 10
O=c1cc(N2CCCCC2)nc2n1CCCS2
  9% | 8% | 2% | -3 | 7 | -6% | -6% | 0.0 | 1.1
CCCCOc1cccc(C(=O)N(Cc2sccc2C)C2CCS(=O)(=O)C2)c1 (stereo not drawn)
  ? | 10% | -11% | -3 | . | . | -24% | 0.2 | 0.8
CN1CCCN(C(=O)CNC(=O)c2ccc(Cl)cc2Cl)CC1
  -7% | 18% | 2% | . | . | -3% | -4% | . | .
O=C1N[C@H](Cc2ccccc2)COC(=O)[C@H](Cc2ccc(F)cc2)CC/C=C/C[C@@H]1CC(=O)N(CCO)Cc1ccccc1
  5% | 13% | 1% | . | . | 7% | -18% | . | .
CC(=O)c1cccc(NC(=O)c2ccccc2N(C)S(=O)(=O)c2ccc(C)cc2)c1
  -4% | 17%[57.1 µM] | 11%[2.29 µM] | -3 | -3 | 0% | -21% | -0.3 | -1.5
COc1ccc(/C=N\NC(=O)c2ccccc2)cc1COc1ccccc1
  -6% | 13% | 6% | -13 | -7 | 10% | -22% | -1.3 | -1.3
Cc1ccc2ncnc(Oc3ncccc3NC(=O)C(C)(C)C)c2c1
  4% | 8% | 2% | 8 | -1 | -5% | -4% | 1.6 | 1.2
O=C(NCC1CCCO1)C1CCCN1C(=O)Nc1ccc(Cl)c(Cl)c1 (stereo not drawn)
  -8% | 14%[11.4 µM] | 39%[57.1 µM] | 5 | 0 | 2% | -24% | 0.1 | -0.7

With a hit mark in TRHR enhancer, among the entries above:
compound,Pin1 inhibitor,TrxR1 inh,TrxR1 substrate,TRHR enhancer,D2 antagonist,IDH1 R132H inh,USP1-UAF1 inh,TRHR ag
CCCNC(=O)c1cnn2c(C(F)F)cc(-c3ccccc3)nc12,0%,34%,28%,30*,.,1%,-27%,-0.3
CCN1/C(=C/c2ccc3cc(C)cc(C)c3[n+]2CC)Sc2cc(C)ccc21,?,6%,5%,35*,-7,7%,-20%,21

Assay outcomes as filed in PubChem.
